Assay outcomes deposited in PubChem by National Center for Advancing Translational Sciences (NCATS).
Pin1 inh = human Pin1 inhibition; Q13526; Potency, µM (doses to about 115 µM), for inactives: at the top dose activity, negative = inhibition, most hits filed as inhibitors; Pin1 FP peptide displacement, HiFluor488, 10 min; 0.009% of 390,000 active; AID 504891; active = well fitted inhibition curve with a large enough effect in the polarisation, with a control signal flat, not every such curve was filed as active; inconclusive = small, poorly fitted or top-dose-only effect, or effect the other way, or a change in a side signal; inactive = no such curve, though single readings can be large or run the other way; the % refers to the polarisation; also: % is scaled to controls: 0 for no effect and ±100 for the full control effect
RGS4 inh = inhibitors of human regulator of G protein signaling 4; AID 504845; Transcreener GDP fluorescence polarization, RGS4-accelerated GTP hydrolysis; 0.039% of 390,000 active; Potency, µM (highest dose often 114 µM), for the others: top-dose activity change, negative = inhibition, most hits filed as inhibitors; also: % is scaled to controls: 0 for no effect and ±100 for the full control effect; nearly all actives have a fitted effect of over 75% in size; some results filed as inactive show a strong effect at the top dose
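MLSMR compounds (23 nl, pin-transferred) preincubated 10 min at room temperature with a 500nM (2x) first reagent, then RGS4 at 900nM (2x) plus Transcreener GDP mix added; fluorescence polarization (620/688 nm) read before and after 90 min at 30 °C.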
ERG Ets-DNA blk = inhibitors of human ERG Ets domain-DNA interaction; P11308; fluorescence polarization, His-ERG Ets domain / labelled DNA; Potency, µM (doses to about 76.9 µM), without a hit: at the highest dose FP activity, negative = inhibition, usual class: inhibitors; 0.028% of 370,000 active; AID 624246; active = well fitted inhibition curve with a large enough effect in the polarisation, with a control signal flat; inconclusive = small, poorly fitted or top-dose-only effect, or effect the other way, or a change in a side signal; inactive = no such curve, though single readings can be large or run the other way; the % refers to the polarisation;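 also: polarization taken with two DNA probes labelled with fluorescein and Texas red; % of control where 0% means no effect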
Target sequence (P11308 whole entry, looked up, the tested form may be a part): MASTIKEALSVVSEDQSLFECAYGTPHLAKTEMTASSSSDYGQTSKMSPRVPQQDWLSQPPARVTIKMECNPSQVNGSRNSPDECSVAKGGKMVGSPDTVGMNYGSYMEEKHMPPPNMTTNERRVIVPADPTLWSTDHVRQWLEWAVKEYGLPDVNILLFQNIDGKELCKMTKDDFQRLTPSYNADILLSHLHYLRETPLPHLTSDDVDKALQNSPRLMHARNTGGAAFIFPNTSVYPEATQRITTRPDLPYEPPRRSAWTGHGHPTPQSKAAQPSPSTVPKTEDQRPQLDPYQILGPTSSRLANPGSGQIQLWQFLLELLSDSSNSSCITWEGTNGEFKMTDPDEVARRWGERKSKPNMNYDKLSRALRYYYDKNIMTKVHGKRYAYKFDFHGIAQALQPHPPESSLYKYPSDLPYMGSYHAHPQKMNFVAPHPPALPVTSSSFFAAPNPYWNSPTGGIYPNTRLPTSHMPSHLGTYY
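His-tagged ERG Ets domain (1 uM in the protein solution; 300mM KCl, 50mM Tris-HCl, 1mM EDTA, 1mM DTT, pH 7.5) received compound, then a probe mix of 5 nM fluorescein-DNA and 100nM Texas-615-DNA. Fluorescence polarization was read for both dyes.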
GLS inhibitor = glutaminase GLS (human) inhibition. O94925. GLS enzymatic activity, qHTS titration. Potency, µM (highest dose often 45.5 µM), for inactives: top-dose activity change, negative = inhibition, actives largely listed as inhibitors. 0.21% of 410,000 active. AID 624170; also: % is scaled to controls: 0 for no effect and ±100 for the full control effect
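Glutamate formation by hKGA was monitored fluorometrically using coupled glutamate oxidase, HRP and Amplex Red. Substrate was added as 1 mM L-glutamine solution; incubation was 30 min at RT after an initial read.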
ALOX12 inh = ALOX12 (human) lipoxygenase inhibition; 1.1% of 580,000 active; AID 1671190; purified 12hLO, xylenol orange hydroperoxide absorbance; P18054; Potency, µM (titrated, usually from 108 µM), without a hit: at the highest dose activity change, negative = inhibition, hits mostly inhibitors; also: % is scaled to controls: 0 for no effect and ±100 for the full control effect
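Purified human 12hLO (150 nM final) in 25 mM Hepes, 0.01% Triton X-100, pH 7.0 was preincubated 15 min at room temperature with compound. Then 40 uM arachidonic acid was added, 30 min. Hydroperoxide was read by Fe-XO absorbance ratio 573/405 nm.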
HP1b chromo inh = inhibitors of HP1-beta chromodomain binding to methylated histone tails; P83916; AlphaScreen HP1-beta / biotin-H3K9me3 peptide binding; Potency, µM (highest dose often 114 µM), without a hit: top-dose activity change, negative = inhibition, hits mostly inhibitors; 0.56% of 390,000 active; AID 540317; also: nearly all actives have a fitted effect of over 70% in size; inactives centre near 23
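Compound inhibition of the preformed complex between 50 nM HP1-beta and 50 nM biotinylated H3K9me3 peptide was read by AlphaScreen. Buffer was PBS pH 7.4 with 0.01% Tween-20. Incubations ran 30 min at room temperature, with 10 ug/mL donor/acceptor beads.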
rTrxR1 inhibitor = blocks rat thioredoxin reductase 1 | 1% of 390,000 active | AID 588453 | recombinant rTrxR1, NADPH fluorescence consumption, selenite substrate | Potency, µM (titrated, usually from 114 µM), without a hit: top-dose activity change, negative = inhibition, hits mostly inhibitors | O89049; also: % is scaled to controls: 0 for no effect and ±100 for the full control effect; nearly all actives have a fitted effect of over 65% in size
Target sequence (O89049 whole entry, looked up): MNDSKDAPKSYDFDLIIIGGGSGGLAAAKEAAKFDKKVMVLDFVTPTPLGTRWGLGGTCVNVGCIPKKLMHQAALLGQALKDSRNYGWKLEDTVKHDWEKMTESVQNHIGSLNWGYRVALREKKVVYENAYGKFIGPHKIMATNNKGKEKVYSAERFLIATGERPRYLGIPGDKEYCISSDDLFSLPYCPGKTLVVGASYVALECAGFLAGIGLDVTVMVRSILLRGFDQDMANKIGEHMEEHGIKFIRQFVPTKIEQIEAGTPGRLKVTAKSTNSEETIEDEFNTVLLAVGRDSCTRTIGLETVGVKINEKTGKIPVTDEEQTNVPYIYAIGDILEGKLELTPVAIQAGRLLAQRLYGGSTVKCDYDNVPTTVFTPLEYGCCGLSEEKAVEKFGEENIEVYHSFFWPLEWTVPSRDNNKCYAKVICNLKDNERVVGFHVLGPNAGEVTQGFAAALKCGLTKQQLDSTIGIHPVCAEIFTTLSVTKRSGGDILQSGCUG
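Rat TrxR1 (90 nM in the dispensed reagent) was pre-reduced with 400 uM NADPH for 5 min at room temperature, then incubated with compound for 15 min. After 400 uM selenite was added, NADPH fluorescence (Ex 340/Em 450 nm) was followed for 8 min.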
Tb PGK inh = T. brucei PGK inhibition | P07378 | PGK/GAPDH coupled, Kinase-Glo luminescence, 60 min | Potency, µM (titrated, usually from 57.5 µM), inactives show top-dose activity change, negative = inhibition, actives largely listed as inhibitors | 0.043% of 380,000 active; also: % is scaled to controls: 0 for no effect and ±100 for the full control effect; nearly all actives have a fitted effect of over 60% in size
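Recombinant glycosomal PGK reaction used 1,3-bisphosphoglycerate generated in-well by GAPDH (100nM final) in 100mM TEA pH 7.6, 5mM MgCl2, 0.01% Tween-20. After 60 minutes at room temperature, ATP was read by Kinase-Glo Plus luminescence end-point.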
JMJD2A Tudor inh = blocks the human JMJD2A Tudor domain; AlphaScreen JMJD2A-Tudor / H3K4me3 peptide binding; 4.4% of 390,000 active; AID 504339; Potency, µM (titrated, usually from 114 µM), inactives show at the highest dose activity change, negative = inhibition, hits mostly inhibitors; O75164; also: % is scaled to controls: 0 for no effect and ±100 for the full control effect; nearly all actives have a fitted effect of over 50% in size
* = called active by the depositor; i = inactive; ? = inconclusive; · = not tested or not shown; & = joins results of further samples; [ ] = remark or other dose. Unless noted, calls follow the shape of the dose curve; as a rule, active = well fitted curve in the direction sought with a large enough effect; inconclusive = small, poorly fitted or top-dose-only effect, or another doubt; inactive = no such curve, though single readings can be large; an effect the other way counts as inactive or inconclusive. Potency is read from the fitted curve at half-maximal effect. An excerpt; rates above refer to the full screens.

Fields: Pin1 inh	RGS4 inh	ERG Ets-DNA blk	GLS inhibitor	ALOX12 inh	HP1b chromo inh	rTrxR1 inhibitor	Tb PGK inh	JMJD2A Tudor inh
CCCNC(=O)c1cnc(-c2ccccc2)nc1-c1ccccc1
    -7%	-12%[56.9 µM]	12%	-16%	-11%	49%[activator]	12%	-1%	-6%
CCN1CCN(c2ccc(N3CCN(C(=O)c4ccc(Br)o4)CC3)nn2)CC1
    2%	-3%	-10%	3%	0%	34%	3%	-6%	-9%
O=C(c1ccco1)N1CCN(C(=S)NCc2ccc(F)cc2)CC1
    -2%	3%	-4%	6%	3%	20%	-14%	-2%	-21%
CCOc1ccc(CNC(=O)CN2C(=O)CSc3ccc(S(=O)(=O)N4CCOCC4)cc32)cc1OC
    -5%&-7%	-15%[56.9 µM]	-3%&-7%	-5%&0%	14%&0%	68%&12%[activator]	6%	-9%&5%	-28%&-6%
COc1ccc(-c2cc(-c3ccccc3)nc3c2COc2ccc(Cl)cc2-3)cc1
    0%	-7%	0%	6%	-3%	40%[activator]	11%	-5%	7%
COc1ccc(-c2sc3ccccc3c2-c2ccc(OCCN3CCOCC3)cc2)cc1
    -3%	15%	4%	-3%	1%	10%	38%[activator]	-7%	-32%
Nc1c(-c2ccccc2)cnc2ncnn12
    -1%	-2%	1%	-6%	?	24%	29%	1%	-5%
Cc1cc(F)ccc1NC(=O)C1CCCO1 (centres undefined)
    -4%	-45%	3%	-9%	-6%	37%	12%	-2%	-17%
CC(=O)c1nnn(-c2nc(C#N)nc(N3CCOCC3)n2)c1C
    ?	-8%	·	·	·	21%[57 µM]	-4%	·	-10%[57.1 µM]
CCN(C(=O)Nc1ccccc1OC)c1c(N)n(Cc2ccccc2)c(=O)[nH]c1=O
    -1%	15%	-25%	7%	6%	21%	-9%	-3%	-10%
COc1ccccc1CNC(=O)c1cnc2c(-c3ccccc3)c(C)nn2c1C
    12%	-42%	2%	-7%	3%	-16%	13%[57.1 µM]	-1%	-25%
C=CCON/C(CCC)=C1\C(=O)CC(C)(C)CC1=NC
    2%	-5%	3%[15.4 µM]	9%	233%[activator]	31%	13%[11.4 µM]	6%	2%
CCOC(=O)C1=CN(Cc2cccc(F)c2)S(=O)(=O)N(CC)C1c1ccc(Br)cc1F (centres undefined)
    0%	19%	11%	0%	10%	32%	31%	i	-7%
Cc1cccc(C(=O)OCC(=O)NC(=O)c2ccccc2)c1O
    -3%	29%	-4%	0%	12%	14%	36%[activator]	6%	-5%
COc1ccc2c(c1)CC(C(=O)Nc1cc(OC)c(OC)c(OC)c1)CO2 (centres undefined)
    -6%	-1%	1%	0%	0%	10%[57 µM]	15%[57.1 µM]	-5%	-34%
COc1ccc(C(C(=O)NC2CCCC2)N(Cc2cccs2)C(=O)c2ccn[nH]2)cc1OC (centres undefined)
    -4%	-8%	14%	1%	15%	55%[activator]	15%	-13%	-1%
Cc1ccc(CS(=O)(=O)Cc2ccc(C(=O)NCCc3ccc(Cl)cc3)o2)cc1
    -1%	-9%	5%	-5%	-16%	32%	10%[57.1 µM]	-5%	-3%
Cc1cccc(CCn2c(=O)c3ccccc3n(CC(=O)Nc3ccccc3F)c2=O)c1
    24%	5%	-2%	6%	?	19%	15%	i	-17%
Cn1cc(C(=O)c2ccccc2)cc1-c1nc2ccccc2n1C
    7%	-2%	-2%	3%	-15%	-7%	3%	3%	-34%
COc1ccc(-c2noc(-c3ccc(N4CCCC4)c([N+](=O)[O-])c3)n2)cc1OC
    20%	-2%	0%	5%	-14%	38%	4%	6%	0%
CCCN(Cc1nnc(-c2ccccc2Cl)o1)C(=O)c1cc(S(=O)(=O)N2CCOCC2)ccc1F
    -7%	-12%	-1%	3%	-27%	10%	14%	-7%	-20%
COC(C(=O)Nc1ccnn1C1CCN(C(=O)c2ccc(C)cc2)CC1)c1ccccc1 (centres undefined)
    -7%	-23%[56.9 µM]	-2%	-11%	-7%	6%	20%	-10%	-14%
Cc1oc2ccc(OCc3ccccc3F)cc2c1C(=O)O
    7%	7%	7%	-9%	0%	24%	8%	1%	-15%
COc1ccccc1NS(=O)(=O)c1ccc(C(=O)OCC(=O)NCc2ccco2)cc1
    -6%	-32%	9%	6%	?	22%	-27%[57.1 µM]	-3%	-12%
COc1ccc(S(=O)(=O)Nc2cc(Cl)ccc2OC)cc1
    0%	-16%	-4%	11%	-1%	35%	0%	-2%	4%
O=C(Nc1nnc(S(=O)(=O)N2CCCc3ccccc32)s1)c1ccc(Cl)cc1
    -3%	-15%	0%	4%	1%	-7%	11%	-10%	-26%
COc1ccc2nc(/N=C(\N)NC(=O)N3c4ccccc4Sc4ccccc43)nc(C)c2c1
    2%	-1%	7%	0%	?	24%	-6%	-4%	-14%
COC(=O)c1ccc(NC(=O)c2cn(-c3cccc(C)n3)cn2)cc1
    2%	-12%[11.4 µM]	-1%	2%	0%	49%[activator]	-10%	7%	-1%[11.4 µM]
CC12CN3CC(C)(CN(C1)C3c1ccccc1)C2O (centres undefined)
    -3%	1%	3%	5%	0%	36%	-18%	-2%	-8%
COCCCNC(=O)C1CCN(Cc2cc3ccccc3n2Cc2cccc(Cl)c2)CC1
    1%	-2%	7%	9%	?	-3%	-8%[57.1 µM]	i	?

Exported with values ahead of the structure: 2 of the compounds above
Pin1 inh	RGS4 inh	ERG Ets-DNA blk	GLS inhibitor	ALOX12 inh	HP1b chromo inh	rTrxR1 inhibitor	Tb PGK inh	JMJD2A Tudor inh	Compound
24%	5%	-2%	6%	?	19%	15%	i	-17%	Cc1cccc(CCn2c(=O)c3ccccc3n(CC(=O)Nc3ccccc3F)c2=O)c1
0%	-16%	-4%	11%	-1%	35%	0%	-2%	4%	COc1ccc(S(=O)(=O)Nc2cc(Cl)ccc2OC)cc1

Continued:
structure	Pin1 inh	RGS4 inh	ERG Ets-DNA blk	GLS inhibitor	ALOX12 inh	HP1b chromo inh	rTrxR1 inhibitor	Tb PGK inh	JMJD2A Tudor inh
O=C(COC(=O)CCC(=O)c1cccs1)Nc1cccc(F)c1	4%	4%	-2%	-3%	-2%	51%[activator]	11%	-2%	3%
O=C(COC(=O)CNC(=O)c1ccccc1Cl)Nc1cc(C(F)(F)F)ccc1Cl	4%&-1%	9%	·	0%	5%	23%	26%[57.1 µM]	-9%	-4%&-8%
CCCn1cnc2cc(NCc3cccc(OC)c3O)ccc21	-2%	-11%	0%	33%[activator]	-8%	9%	18%	6%	?
CNc1c2cccc(C)c2nc2c(C(=O)NCCN(C)C)cccc12	?	-47%	·	-1%	?	38%	-3%	-1%	-11%
Cc1ccc(NC(=O)c2cc(=O)[nH]c3ccc(S(=O)(=O)N4CCOCC4)cc23)nc1	0%	-13%	-2%	13%	-21%	26%	-1%[57.1 µM]	-10%	-21%
COc1cc(C(=O)NCCOc2ccccc2C)cc(OC)c1OC	2%	1%	-1%	9%	7%	33%	2%	4%	-9%
COc1ccc(NC(=O)CSc2nccn2-c2ccccc2)c(OC)c1	-8%	-18%	-2%	-5%	-1%	-22%	13%[57.1 µM]	3%	-33%
COc1ccc(S(=O)(=O)N2CCCCC2)cc1NC(=O)c1ccco1	-9%	11%	-8%	-12%	8%	37%	-19%	i	-7%
Cn1c(=O)[nH]c(=O)c2c1nc(N1CCCC1)n2CCCSc1nnnn1-c1ccccc1	10%	10%	5%	-4%	-20%	14%	0%	i	-13%
COc1ccccc1C(=O)NCC(=O)NNC(=O)c1cccs1	-4%	-24%	-13%	22%	?	40%[activator]	7%	-10%	17%
COc1cc(OC)c(NC(=O)CSc2nccn2C)cc1Cl	1%	6%	-6%	1%	-29%	24%	17%	3%	-12%
Cc1ccc(S(=O)(=O)N(C)CC(=O)OCC(=O)N2CCN(c3ccccc3)CC2)cc1	4%	-16%	-3%	18%	-27%	24%	-11%	-12%	-19%
COc1ccc(S(=O)(=O)N2CCN(C(=O)c3cccnc3)CC2)cc1OC	-5%	2%	-6%	-24%	?	37%	4%	-10%	-1%
Nc1nonc1-n1nnc(C(=O)N/N=C/c2ccncc2)c1-c1cccs1	-4%	13%	4%	8%	8%	45%[activator]	8%	-6%	-17%
COC(=O)c1cccc(S(=O)(=O)N2CCCCC2)c1	-5%	7%	-2%	5%	-24%	21%	12%	i	-9%
O=C(CSc1nnc2n(C3CCCCC3)c(=O)c3ccccc3n12)OC1CCCCC1	-2%	-5%	-1%	1%	12%	57%[activator]	17%	3%	0%

Three compounds already listed, arranged by the number in Tb PGK inh, ascending.
structure	Pin1 inh	RGS4 inh	ERG Ets-DNA blk	GLS inhibitor	ALOX12 inh	HP1b chromo inh	rTrxR1 inhibitor	Tb PGK inh	JMJD2A Tudor inh
Cc1ccc(NC(=O)c2cc(=O)[nH]c3ccc(S(=O)(=O)N4CCOCC4)cc23)nc1	0%	-13%	-2%	13%	-21%	26%	-1%[57.1 µM]	-10%	-21%
Nc1nonc1-n1nnc(C(=O)N/N=C/c2ccncc2)c1-c1cccs1	-4%	13%	4%	8%	8%	45%[activator]	8%	-6%	-17%
O=C(COC(=O)CCC(=O)c1cccs1)Nc1cccc(F)c1	4%	4%	-2%	-3%	-2%	51%[activator]	11%	-2%	3%
